NCI-60 one-dose screen, 48 h, at 10 µM unless noted. Numbers give growth in % (100 = growth as untreated, 0 = no growth, -100 = all killed).
HOP-92: HOP-92 NSCLC cells | AID 1794738 | 71,000 compounds, 6.3% hits
M14: M14 melanoma. 80,000 compounds, 6.2% hits. AID 1794745
EKVX: EKVX NSCLC. 71,000 compounds, 3% hits
A549/ATCC: A549/ATCC NSCLC; 81,000 compounds, 3.7% hits
HOP-62: HOP-62 NSCLC; 80,000 compounds, 3.9% hits; AID 1794735
CCRF-CEM: CCRF-CEM leukemia. 77,000 compounds, 7% hits. AID 1794778
UACC-62: UACC-62 melanoma. 81,000 compounds, 5.4% hits. AID 1794756
RPMI-8226: RPMI-8226 leukemia cells; 77,000 compounds, 7.5% hits
Active calls of the source: *; / = not tested or not shown; & = joins results of further samples. How the source made its calls: active means growth percent below 10; inactive means the rest.

No.	smiles	HOP-92	M14	EKVX	A549/ATCC	HOP-62	CCRF-CEM	UACC-62	RPMI-8226
1	C[C@@]1(N2C(=O)OC[C@@H]2c2ccccc2)C(=O)N([C@H](CC(=O)N2CCC(N3CCCCC3)CC2)C(=O)NCc2cccc(C(F)(F)F)c2)[C@@H]1/C=C/c1ccccc1	64	-54*	72	55	85	43	25	37
2	COC(=O)c1nc(-c2ccccc2)oc1S(=O)(=O)n1nc(C)cc1N	49	67	88	95	97	9.2*	89	53
3	CC1(C(Cl)(Cl)Cl)C=CC(=O)C=C1	88	99	107	98	96	98	108	93
4	CC(=O)O[C@@H]1CCN2C(=O)N(C)c3ccccc3[C@@H]2C1	111	101	114	95	104	105	/	104
5	C[C@H]1C(=O)N(Cc2cccnc2)[C@@H](C)C(=O)N1Cc1cccnc1	106	104	102	88	87	84	99	90
6	c1ccc2c(c1)ccc[n+]2CCC1CCCCC1	45	90	48	48	102	/	65	29
7	Brc1ccccc1/C=N/Nc1nc(N/N=C/c2ccccc2Br)nc(N2CCOCC2)n1	112	/	80	97	108	80	102	65
8	COc1ccc(-c2nc3ccc(-c4nnc(SCC(=O)Nc5ccc(Br)cc5)o4)cc3[nH]2)cc1OC	83	/	81	70	76	66	34	67
9	COc1cc2c(c(OC)c1OC)C(=O)CC(c1cccc(NC(=O)c3cc(NC(=O)[C@H](CO)NC(=O)OC(C)(C)C)ccc3Cl)c1)O2 (some centres not stated)	40	22	62	58	50	22	40	18
10	COc1ccc(NS(=O)(=O)c2ccc(-c3cnc(C4CC4)o3)cc2)cc1Cl	55	21	38	46	30	17	34	/
11	COc1ccc2nc(NC(=O)c3cccnc3Nc3ccc(Cl)cc3)sc2c1	78	85	67	81	89	71	56	34
12	O=C(/C=C/c1cn(-c2ccccc2)nc1-c1ccc(F)cc1)n1cnc2ccccc21	87	96	94	97	111	103	99	105
13	N[C@H]1CCC[C@@H]1NCCCCN1C(=O)c2cccc3cc([N+](=O)[O-])cc(c23)C1=O	30	77	73	28	38	2.2*	72	58
14	COC(=O)CCC[C@@H]1O[C@@H](c2ccccc2)C[C@H]1O	98	101	95	102	108	112	100	108
15	Cc1ccc(CSc2nc(-c3ccc(Cl)cc3)c(C#N)c(N3CCNCC3)n2)cc1	16	98	82	81	80	66	105	69

Remaining list, next part
No.	smiles	HOP-92	M14	EKVX	A549/ATCC	HOP-62	CCRF-CEM	UACC-62	RPMI-8226
16	CC(=O)NC(CCc1ccc(Cl)c(Cl)c1)c1cccc(O)c(=O)c1 (configuration not stated)	4.9*	-44*	/	8.6*	10	4.9*	-58*	14
17	COc1ccc(OC)c(NC(=O)[C@@H]2CCC(=O)N2)c1	90	104	97	74	91	90	96	97
18	CCOC(=O)C1=NC(Cc2c[nH]c3ccccc23)C(=O)N(c2ccccc2)N1 (configuration not stated)	96	/	103	109	93	/	96	126
19	COC(=O)[C@@H](NC(=O)c1cccc(-c2cc(=O)c3c(OC)c(OC)c(OC)cc3o2)c1)C(C)C	/	114	97	94	108	74	93	80
20	COc1ccccc1NC(=O)NNC(=O)c1ccncc1	109	111	119	110	105	100	110	/
21	O=C(CN(c1ccccc1)c1ccccc1)Nc1ccc(-c2nc3ccccc3s2)cc1	89	110	109	106	105	107	97	116
22	O=C1C(O)=C(Cl)C(=O)C(O)=C1Cl	97&96	108&95	113	103&101	107&95	116&113	112&95	97&107
23	CC(C)C[C@H](NC(=O)CNC(=O)[C@H](C)NC(=O)[C@H](CCCNC(=N)N)NC(=O)[C@H](CO)NC(=O)[C@H](CO)NC(=O)[C@H](CCCNC(=N)N)NC(=O)[C@@H](N)CO)C(=O)N[C@H](CCC(N)=O)C(=O)N[C@@H](Cc1ccccc1)C(=O)N1CCC[C@H]1C(=O)N[C@H](C(=O)NCC(=O)N[C@@H](CCCNC(=N)N)C(=O)N[C@H](C(=O)N[C@H](Cc1cnc[nH]1)C(=O)N[C@@H](CCCNC(=N)N)C(=O)N[C@@H](Cc1cnc[nH]1)C(=O)N[C@H](CC(C)C)C(=O)N[C@@H](CCCNC(=N)N)C(=O)N[C@@H](CCCCN)C(=O)O)C(C)C)C(C)C	117	106	/	99	101	99	100	102
24	CN(C)CCCOc1c(Br)cc(/C=C/C(=O)N(C)CCc2cc(Br)c(OCCCN(C)C)c(Br)c2)cc1Br	49	-68*	79	41	82	4.1*	-26*	-24*
25	COc1ccc(-c2cnc(-c3ccncc3-c3cccc(OC)c3)o2)cc1	/	24	58	31	26	3.1*	25	9.0*
26	Cc1ccc2nc(Sc3sc(N)nc3C)n(Cc3ccccc3)c(=O)c2c1	50	90	/	78	94	85	77	72
27	Cn1c2ccccc2c2c(=O)c3c([nH]c21)-c1ccccc1C3	100	103	90	97	85	93	90	88
28	CC(C)NC(=O)c1c2c(n3ccccc13)C(=O)c1ccccc1C2=O	91	118	108	79	110	85	98	94
29	Clc1nc(Cl)c2ncn(CCOCCn3cnc4c(Cl)nc(Cl)nc43)c2n1	-93*	-85*	-91*	-76*	-72*	-45*	-96*	-53*
30	Oc1cccc(N=Cc2ccccc2O)c1	100	108	/	100	103	94	97	97

Continuation.
No.	smiles	HOP-92	M14	EKVX	A549/ATCC	HOP-62	CCRF-CEM	UACC-62	RPMI-8226
31	c1cc2c3c(cccc3c1)NC(Cc1nc3ccccc3s1)=N2	97	102	91	105	80	108	89	90
32	CNC(N)=S	94	101	106	103	103	94	108	91
33	CCNC(=O)Oc1ccc(/C(=C(/CC)Cc2ccccc2)c2ccc(OCCN3CCOCC3)cc2)cc1	39	42	39	37	84	62	73	16
34	NS(=O)(=O)c1ccc(NC2=C(I)C(=O)c3ncccc3C2=O)cc1	114	108	103	107	101	108	100	104
35	O=c1[nH]c(N2CCOCC2)nc2c3c(sc12)CCCC3	91	95	90	99	94	109	99	104
36	CCCCN(CC(O)C(O)CN(CCCC)C(=S)S)C(=S)S (configuration not stated)	67	89	88	100	84	96	106	84
37	C=C1CC[C@H]2[C@@](C)(CCC3OC(c4ccc(OCc5cn(C6OC(COC(C)=O)[C@H](OC(C)=O)C(OC(C)=O)C6OC(C)=O)nn5)cc4)OC[C@]32C)[C@@H]1/C=C/C1=CCOC1=O (some centres not stated)	94	96	98	108	101	97	94	93
38	COc1ccc(-c2nn(-c3cccc(Cl)c3)cc2/C=C2\C(=N)NC(=O)C(C#N)=C2N)cc1	118	102	97	104	103	100	107	107
39	C/C=C(\C)C(=O)N[C@H]1C(O)C[C@]2(C)C3CC[C@@]4(C)C(CC[C@@H]4C(C)N(C)C)C3CCC2C1O (some centres not stated)	47	-14*	66	82	87	15	62	-12*
40	COc1ccc(C(=O)N/N=C/c2ccc(O)cc2O)cc1Nc1ccnc(C(F)(F)F)c1	52	2.4*	27	53	12	5.7*	1.7*	42
41	COc1ccccc1/C=C1\Oc2ccc(O)c(O)c2C1=O	103	95	78	101	100	75	92	93
42	c1csc(CSc2nnc(SCc3cccs3)s2)c1	113	107	110	109	133	/	98	113
43	CCC(C)C(N)C(=O)NC(CC(N)=O)C(=O)NC(CC(C)C)C(=O)NC(CCCCN)C(=O)NC(C)C(=O)NC(CC(C)C)C(=O)NC(C)C(=O)NC(C)C(=O)NC(CC(C)C)C(=O)NC(C)C(=O)NC(CCCCN)C(=O)NC(CCCCN)C(=O)NC(C(=O)NC(CC(C)C)C(N)=O)C(C)CC (configuration not stated)	61	/	91	90	75	84	9.8*	75
44	COc1ccc(NC(=O)CN2CCN(c3cc(=O)[nH]c4ccc(F)cc34)CC2)cc1	/	93	97	93	97	107	83	109
45	O=[N+]([O-])c1ccc(Cl)c(-c2cc(CCCCO)on2)c1	94	110	103	93	106	108	94	105

Exported with values under each structure: part of the list above
Value order – HOP-92	M14	EKVX	A549/ATCC	HOP-62	CCRF-CEM	UACC-62	RPMI-8226
26: Cc1ccc2nc(Sc3sc(N)nc3C)n(Cc3ccccc3)c(=O)c2c1
    50	90	/	78	94	85	77	72
27: Cn1c2ccccc2c2c(=O)c3c([nH]c21)-c1ccccc1C3
    100	103	90	97	85	93	90	88

(list continues)
No.	smiles	HOP-92	M14	EKVX	A549/ATCC	HOP-62	CCRF-CEM	UACC-62	RPMI-8226
46	Brc1ccc(Oc2ccc(Nc3ncnc4onc(-c5ccccc5)c34)cc2)cc1	110	98	105	96	100	97	89	90
47	CCOC(=O)c1cc(-c2ccc(Br)cc2)n(-c2ccc(S(N)(=O)=O)cc2)n1	84	98	90	94	99	99	91	101
48	CCOC(=O)N1CCN(CCCCOc2ccc(Cl)cc2)CC1	88	106	97	95	/	102	98	95
49	O=C(CNc1nc(-c2cccc([N+](=O)[O-])c2)cs1)Nc1ccc(Br)cc1	116	/	100	106	106	103	95	102
50	COc1ccc(N2CCC(=O)NC2=S)cc1	125	99	102	108	107	111	99	105
51	CC(=O)Oc1ccc(/C=N/NC(N)=S)nc1	64	58	105	98	74	39	59	89
52	CC(C)(C)[Si](O[C@@H]1C(=O)C=CN[C@@H]1/C=C/c1ccccc1)(c1ccccc1)c1ccccc1	57	82	69	56	86	71	51	62
53	CC(=O)c1ccc2ncccc2c1	80	123	104	99	108	97	116	89
54	COc1ccc(C2=Nc3c(N)nc(N)nc3NC(c3sc(Cl)nc3Cl)C2)cc1 (configuration not stated)	62	82	/	98	79	78	84	79
55	Oc1ccc(CCC2CCNCC2)cc1	89	100	97	103	99	100	98	103
56	CCN(CC)CCC(CNc1ccnc2cc(Cl)ccc12)c1ccc(O)cc1 (configuration not stated)	53	6.0*	99	98	87	46	103	51
57	CC(=O)Nc1cc2c(cc1[N+](=O)[O-])-c1ccc([N+](=O)[O-])cc1C2	82	88	65	79	83	76	84	91
58	CCOC(=O)c1nc2c3ccccc3cnn2c1C(=O)c1ccc(-c2ccccc2)cc1	89	102	89	71	87	84	80	65
59	NC(=O)c1nn(-c2ccccc2)nc1N1CCCCC1	118	112	98	93	108	113	98	119
60	Cc1ccc(Cl)c(NC(=S)NCc2cccnc2)c1	101	103	/	110	101	105	101	105

An excerpt from above in order of SMILES length, low to high:
No.	smiles	HOP-92	M14	EKVX	A549/ATCC	HOP-62	CCRF-CEM	UACC-62	RPMI-8226
59	NC(=O)c1nn(-c2ccccc2)nc1N1CCCCC1	118	112	98	93	108	113	98	119
48	CCOC(=O)N1CCN(CCCCOc2ccc(Cl)cc2)CC1	88	106	97	95	/	102	98	95
54	COc1ccc(C2=Nc3c(N)nc(N)nc3NC(c3sc(Cl)nc3Cl)C2)cc1 (configuration not stated)	62	82	/	98	79	78	84	79
47	CCOC(=O)c1cc(-c2ccc(Br)cc2)n(-c2ccc(S(N)(=O)=O)cc2)n1	84	98	90	94	99	99	91	101

Back to the main list, repeating the 3 entries before the break.
No.	smiles	HOP-92	M14	EKVX	A549/ATCC	HOP-62	CCRF-CEM	UACC-62	RPMI-8226
58	CCOC(=O)c1nc2c3ccccc3cnn2c1C(=O)c1ccc(-c2ccccc2)cc1	89	102	89	71	87	84	80	65
59	NC(=O)c1nn(-c2ccccc2)nc1N1CCCCC1	118	112	98	93	108	113	98	119
60	Cc1ccc(Cl)c(NC(=S)NCc2cccnc2)c1	101	103	/	110	101	105	101	105
61	Cc1ccc(Nc2ncnc3c2cnn3-c2cccc(Br)c2)cc1	86	94	105	100	90	108	91	105
62	COc1ccc(C2CC(c3ccc4ccccc4c3)=NN2/C=C2\SC(=S)N(NC(=O)Cc3ccccc3Nc3c(Cl)cccc3Cl)C2=O)cc1 (configuration not stated)	39	-25*	40	24	24	6.2*	43	-10*
63	Cn1c2c(c3ccccc31)CCN1C[C@@H]3CCCC[C@H]3C[C@@H]21	33	-59*	26	23	41	25	18	17
64	N#CCc1nc2c(-c3nc4ccccc4s3)c(Nc3ccccc3)sc2c(=O)[nH]1	99	96	89	91	80	88	72	102
65	CCn1c(SCc2ccccc2)nnc1-c1nn(-c2ccc(Cl)cc2Cl)c(-c2ccc(Cl)cc2)c1C	57	62	43	56	85	82	61	57
66	C#C[C@@]1(O)[C@@H](CO)O[C@@H](n2cnc3c(-c4ccc(F)cc4)ncnc32)[C@@H]1O	108	100	96	100	102	103	104	102
